Compound activity (PubChem BioAssay)
RTF Ca sens inh: cardiac RTF calcium desensitization | actives 0.12% (n = 340,000) | AID 493244 | inhibition, % at 7.15 µM | IANBD-labeled cardiac RTF, Ca2+ fluorescence;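 active means inhibition above the mean inhibition of all tested compounds plus 3 SD, cut at about 17% in these data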;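 further: assay run at fixed EC70 calcium of 1.6 mM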
C-LANA FP: KSHV C-LANA DNA binding inhibition; MBP-C-LANA/FAM-LBS DNA binding, fluorescence polarization; inhibition, % at 9 µM; actives 0.078% (n = 340,000);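 active means highest replicate inhibition at or above 60% at 9 µM, even if other replicates fall short; inactive means all replicates below 60% inhibition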;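 further: 0% = neutral control wells and 100% = 4 µM acridine orange control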
CAL-PDZ inh HTS: CAL PDZ (human) peptide binding inhibition. Q9HD26. purified CAL PDZ, TMR-peptide fluorescence polarization, 1 h. inhibition, % at 24.9 µM. actives 0.92% (n = 300,000);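 active means mean inhibition of at least 30% with at least half of replicates also reaching 30%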;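 further: 0% = DMSO neutral control and 100% = excess unlabeled competitor peptide PRC23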
cardiac RTF act: increases calcium sensitivity of human cardiac regulated thin filaments; AID 493008; activation, % at 7.2 µM; IANBD-labeled TnC RTF fluorescence at EC20 calcium; 0% EC20 calcium, 100% full calcium; actives 0.24% (n = 340,000);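 active means activation above the mean over all tested compounds plus 3 SD, cut at about 30% in these data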;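 further: rise in fluorescence read as greater calcium sensitivity of cardiac thin filaments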
OPRM1-OPRD1 inv: inverse agonist of human OPRM1-OPRD1 heterodimerization; inhibition, % at 9.3 µM; AID 504357; actives 0.21% (n = 340,000); cell-based MOR-DOR heterodimer luminescence, inverse agonism; in the data active means inhibition above about 22%, passing the limit was not always enough;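 further: 0% = cells with DMSO and 100% = wells without cells with DMSO; values of inactives mirror those of a sister screen read the other way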
OPRM1-OPRD1 ag: OPRM1-OPRD1 heterodimerization agonism; cells, luminescence; activation, % at 9.3 µM; actives 0.3% (n = 340,000); in the data active means activation above about 18%;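 further: 0% = vehicle-treated cells and 100% = reference agonist; values of inactives mirror those of a sister screen read the other way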
Keap1-Nrf2 PPI: inhibitors of human Keap1-Nrf2 protein-protein interaction; Q14145; Keap1 Kelch-Nrf2 peptide fluorescence polarization, 1536-well; inhibition, % at 9.4 µM; actives 0.15% (n = 340,000); AID 504523; in the data active means inhibition above about 12%;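 further: human Keap1 Kelch domain with fluorescein labeled Nrf2 9mer peptide probe; 0% = neutral control wells and 100% = peptide positive control; higher means more block of Keap1 binding to Nrf2 peptide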
Target sequence (Q14145 whole entry, looked up, the tested form may be a part): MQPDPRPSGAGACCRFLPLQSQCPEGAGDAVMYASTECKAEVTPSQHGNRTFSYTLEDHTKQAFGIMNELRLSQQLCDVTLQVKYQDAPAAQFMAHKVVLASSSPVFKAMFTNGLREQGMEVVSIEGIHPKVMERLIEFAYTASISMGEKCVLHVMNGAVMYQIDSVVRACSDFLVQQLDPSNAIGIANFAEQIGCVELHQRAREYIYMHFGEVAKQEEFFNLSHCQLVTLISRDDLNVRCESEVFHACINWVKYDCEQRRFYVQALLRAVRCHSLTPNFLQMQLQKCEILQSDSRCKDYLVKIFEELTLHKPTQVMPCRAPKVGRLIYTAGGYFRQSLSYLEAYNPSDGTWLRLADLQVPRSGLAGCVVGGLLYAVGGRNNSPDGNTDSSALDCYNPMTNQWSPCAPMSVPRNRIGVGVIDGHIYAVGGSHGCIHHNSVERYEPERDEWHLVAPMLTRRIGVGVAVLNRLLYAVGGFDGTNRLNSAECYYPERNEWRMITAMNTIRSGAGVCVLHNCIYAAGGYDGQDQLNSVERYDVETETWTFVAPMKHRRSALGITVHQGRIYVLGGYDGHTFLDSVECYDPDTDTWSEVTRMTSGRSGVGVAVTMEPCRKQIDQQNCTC
HTR5A ag: counter-screen for OPRM1-OPRD1 agonists: human HTR5A agonism; P47898; HTR5A agonist assay, luminescence, cell-based; activation, % at 9.3 µM; actives 0.61% (n = 340,000); AID 504692; in the data active means activation mostly above about 9.5%, no sharp cut-off; inactive means mostly below about 7.6%;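 further: 0% = cells with vehicle only and 100% = reference agonist; strong numbers were not always called active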
Target sequence (P47898 whole entry, looked up): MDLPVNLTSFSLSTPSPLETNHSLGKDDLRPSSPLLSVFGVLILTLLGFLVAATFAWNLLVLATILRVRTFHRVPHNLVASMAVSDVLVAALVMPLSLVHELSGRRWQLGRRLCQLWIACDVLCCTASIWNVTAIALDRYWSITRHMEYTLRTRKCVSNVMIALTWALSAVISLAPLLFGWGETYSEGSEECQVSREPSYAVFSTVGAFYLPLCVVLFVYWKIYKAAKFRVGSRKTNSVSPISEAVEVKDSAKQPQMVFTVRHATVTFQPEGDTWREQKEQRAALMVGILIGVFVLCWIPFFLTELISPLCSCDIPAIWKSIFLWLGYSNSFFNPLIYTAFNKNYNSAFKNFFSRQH
V-ATPase pHluor: yeast V-ATPase proton transport regulation by pHLuorin. actives 0.37% (n = 350,000). S. cerevisiae, pHLuorin cytosolic pH fluorescence. response, % at 10 µM; in the data active means response mostly above about 7.3%, no sharp cut-off; inactive means mostly below about 5.4%; further: actives read high; inactives centre near 0; some compounds called inactive have numbers as strong as hits; reference of the scale not given here
HTR5A inv ag: HTR5A inverse agonism, opioid heterodimer counter-screen | P47898 | HTR5A cell line, luminescence | inhibition, % at 9.3 µM | actives 0.083% (n = 340,000) | AID 504634; in the data active means inhibition mostly above about 23%, no sharp cut-off; inactive means mostly below about 18%;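 further: 0% = cells with DMSO and 100% = no-cell wells with DMSO; some compounds called inactive have numbers as strong as hits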
* hit, by the source's call; x = no result given. Random draw from the library (roughly 2.8% active in at least one column).

SMILES	RTF Ca sens inh	C-LANA FP	CAL-PDZ inh HTS	cardiac RTF act	OPRM1-OPRD1 inv	OPRM1-OPRD1 ag	Keap1-Nrf2 PPI	HTR5A ag	V-ATPase pHluor	HTR5A inv ag
COc1cc(/C=N/NC(=O)c2cccc3ccccc23)cc(OC)c1O	-1	1.3	-1	1	2	-0.3	-8	7	5	-24
Nc1ccc(S(=O)(=O)NC(Cc2ccccc2)C(=O)O)cc1 (stereo unspecified)	5	0.2	0	9	11	-2.4	1	-1	-2	4
C=CCN1C(=O)NC2(O)C(=O)c3ccccc3C12O (stereo unspecified)	4	-0.1	-1	8	5	-0.8	-4	-5	-1	-9
O=C(CN(C(=O)CCC(=O)Nc1nccs1)C1CCCC1)NCc1ccc2c(c1)OCO2	8	-1.3	0	-3	-1	0.1	-2	-1	17	2
Cc1cc(C)n(C(=O)Cn2nc([N+](=O)[O-])c(Br)c2C)n1	8	-0.1	-4	-6	11	-2.3	0	0	-1	-1
CC(=O)Nc1ccc(NC(=O)CSc2nnc(-c3ccc4c(c3)OCO4)o2)cc1	-7	-3.0	-1	3	-8	2.1	-6	6	-4	18
CCOCCN1CCN(c2c3c(nc4cc(-c5ccc(F)cc5)nn24)CCC3)CC1	2	-1.2	2	0	12	-2.2	0	-5	x	-14
Cc1ccc(OCC(=O)OCC(=O)NC2CCCC2)cc1C	-10	0.1	-6	1	10	-2.5	3	6	-2	-17
CCn1cc(/C=C2\SC(=O)N(CC(=O)Nc3ccc4c(c3)OCO4)C2=O)c2ccccc21	5	0.5	-2	2	12	-2.1	-2	-2	-12	-18
O=c1cc(-c2cccc(Cl)c2)oc2cccc(O)c12	-7	0.0	11	-7	5	-0.9	-6	9	3	-15
c1ccc(C2=NNC(c3ccco3)=Nc3ccccc32)cc1	-4	0.3	x	-1	9	-1.7	-2	0	-1	-39
CCN1CCN(C(C)CCc2ccccc2)CC1 (stereo unspecified)	-2	-0.5	-3	2	14	-3.0	-5	-1	-3	2
O=C(c1cccnc1)N(Cc1ccccc1)C1(C(=O)Nc2ccccc2)CCCCC1	8	1.1	-3	-6	2	-0.3	1	6	0	-19
c1ccc2c(c1)OCC(c1nn3c(Cn4nnc5ccccc54)nnc3s1)O2 (stereo unspecified)	4	-1.1	2	-4	-9	1.8	-11	8	-2	-27
CC(C)(C)c1nc(N)nc(=O)[nH]1	-6	1.4	1	3	17	-3.4	-1	2	3	-17
O=C(O)CC(NC(=O)CC(c1ccccc1)c1ccccc1)c1cccc([N+](=O)[O-])c1 (stereo unspecified)	-4	-2.2	-3	-2	18	-3.9	-3	-1	-2	3
COc1cc(N)ccc1-c1cc2ccccc2oc1=O	-1	-0.3	1	-6	-1	0.2	3	0	4	1
CCC(C)C(=O)Nc1nc2c(s1)C(=O)CC(C)(C)C2 (stereo unspecified)	-5	-0.4	x	9	15	-2.9	-4	6	3	-17
COc1cc(CC(=O)NCc2ccc3c(c2)OCO3)cc(OC)c1OC	-11	1.8	-4	2	6	-1.2	5	0	1	8
O=C(OCc1nnc(-c2ccc(Cl)cc2)o1)c1ccncc1	-3	1.4	-1	-4	1	-0.2	-2	-1	-1	-6
Cc1cc(NN)nc(NS(=O)(=O)c2ccccc2Cl)n1	14	0.1	-6	-8	-14	2.6	2	2	-2	-5
O=C(c1ccc([N+](=O)[O-])s1)N1CCN(c2cccc(Cl)c2)CC1	-36	0.4	0	-11	-28	5.2	-1	5	-4	-19
Cn1c(SCC#N)nnc1-c1cnccn1	-5	0.0	1	2	12	-2.3	0	10	-1	-21
Cc1c(CN(C)C(=O)/C=C/c2ccc([N+](=O)[O-])cc2)cnn1C	1	1.4	3	2	-1	0.1	-1	1	0	-3
O=C(NCc1ccncc1)Nc1ccc2c(c1)OCO2	8	0.3	-3	1	26	-5.6	-3	-3	-4	30
Next compounds.
SMILES	RTF Ca sens inh	C-LANA FP	CAL-PDZ inh HTS	cardiac RTF act	OPRM1-OPRD1 inv	OPRM1-OPRD1 ag	Keap1-Nrf2 PPI	HTR5A ag	V-ATPase pHluor	HTR5A inv ag
O=C(Nc1ccccc1N1CCN(c2ccccc2)CC1)c1ccccc1	-9	-0.1	x	5	-12	2.2	-5	2	-1	36
O=C1CSC(c2ccc3c(c2)OCO3)N1c1ccc(Oc2ccccc2)cc1 (stereo unspecified)	-2	-1.4	-1	-2	3	-0.6	5	4	1	-11
COc1ccc2nc3oc(C(=O)N4CCN(c5ccccc5F)CC4)cc3cc2c1	-2	-1.8	-1	4	7	-1.1	-2	-1	0	11
COc1ccc(C2C(C(C)=O)=C(C)N=c3s/c(=C\c4ccc5c(c4)OCO5)c(=O)n32)c(OC)c1 (stereo unspecified)	-1	19	x	11	1	-0.2	1	1	5	-3
COc1ccc(CNC(=O)c2ccc(-c3ccccc3)cc2)cc1	4	1.2	-4	5	8	-1.7	1	1	-1	-3
COc1ccccc1OCC#CCNC1CCCCC1C (stereo unspecified)	3	0.6	x	1	3	-0.7	-2	-4	-1	4
Clc1ccc2c(NCc3ccccn3)ccnc2c1	-6	-4.8	-6	-4	-16	3.5	4	0	3	1
CCOC(=O)c1nnsc1N	-2	10.0	x	6	-2	0.5	-4	0	3	-3
C/C(CC(C)C)=N/Nc1ccc([N+](=O)[O-])cc1[N+](=O)[O-]	-2	1.3	-4	-6	-14	2.7	1	-5	1	16
Cc1ccc(-n2nc3c(c2NC(=O)c2ccc4c(c2)OCO4)CS(=O)C3)c(C)c1 (stereo unspecified)	-1	-2.4	-1	-1	13	-2.0	2	-5	-2	13
COc1ccc(OC)c(-c2nnc(-c3ccc(C)o3)o2)c1	3	0.4	-4	-2	18	-3.5	-3	-2	3	6
COc1ccc(-n2cc(-c3ccccc3)c3c(=S)nc[nH]c32)cc1	-5	-0.6	-2	-1	16	-3.1	-2	-1	-3	2
Cc1cc(=O)n(C)c(=O)n1CCCCCOc1cccc([N+](=O)[O-])c1	1	-0.3	1	-3	14	-2.3	-1	5	0	-14
Cc1cc(Br)cc(Cl)c1OC(=O)c1ccncc1	14	0.8	47*	2	6	-1.2	-1	9	0	-25
Cc1c(CC(=O)O)c(=O)oc2c(C)c(OCc3ccccc3Br)ccc12	-5	0.4	-9	4	7	-1.6	1	4	5	-15
CCCc1cc(=O)[nH]c(SCC(=O)Nc2cc(C)on2)n1	-6	0.0	0	-1	2	-0.4	-2	3	-5	-7
N=c1c2c(n(Cc3ccc(F)cc3)c3c1CCC3)CCC2	-5	-1.9	-5	1	3	-0.4	-5	-1	-1	3
COc1ccc(OC)c(S(=O)(=O)NCC(c2ccco2)N2CCc3ccccc32)c1 (stereo unspecified)	-4	-1.5	-3	-14	9	-1.7	-3	-12	13	29
CCO[C@@H]1OC(C(=O)NCc2ccccc2)=C[C@H](c2coc3ccccc3c2=O)[C@H]1CCCO	0	-0.2	-2	-4	6	-1.0	-4	-3	3	-11
CC1CN(C(=O)c2ccccc2)c2ccccc2NC1=O (stereo unspecified)	2	-0.8	0	3	6	-1.3	0	-2	-2	6
CC(=O)C1C(c2ccccc2)c2c(n[nH]c2C)CC1(C)O (stereo unspecified)	1	-0.9	-1	1	4	-0.7	-2	3	-1	0
O=C(c1ccc(F)cc1)N1CCC(C(=O)N2CCN(Cc3ccc4c(c3)OCO4)CC2)CC1	-10	2.2	8	-3	-28	4.3	6	-1	-4	2
CCN(c1ccccc1)S(=O)(=O)c1ccc(N)cc1	-2	-0.2	-3	-4	10	-2.0	-9	3	1	-9
O=C(CN1CC(c2ccccc2)CC1=O)OCc1cccc(Br)c1 (stereo unspecified)	-4	1.0	0	0	7	-1.7	-1	5	-1	-12
COc1ccc(OC)c(Nc2nc(NCCO)c3ccccc3n2)c1	-6	-3.5	7	-2	-15	3.0	-5	-1	-1	2

Some of the entries so far, field by field:
CCO[C@@H]1OC(C(=O)NCc2ccccc2)=C[C@H](c2coc3ccccc3c2=O)[C@H]1CCCO
  RTF Ca sens inh: 0; C-LANA FP: -0.2; CAL-PDZ inh HTS: -2; cardiac RTF act: -4; OPRM1-OPRD1 inv: 6; OPRM1-OPRD1 ag: -1.0; Keap1-Nrf2 PPI: -4; HTR5A ag: -3; V-ATPase pHluor: 3; HTR5A inv ag: -11

CC1CN(C(=O)c2ccccc2)c2ccccc2NC1=O (stereo unspecified)
  RTF Ca sens inh: 2; C-LANA FP: -0.8; CAL-PDZ inh HTS: 0; cardiac RTF act: 3; OPRM1-OPRD1 inv: 6; OPRM1-OPRD1 ag: -1.3; Keap1-Nrf2 PPI: 0; HTR5A ag: -2; V-ATPase pHluor: -2; HTR5A inv ag: 6

More entries follow:
SMILES	RTF Ca sens inh	C-LANA FP	CAL-PDZ inh HTS	cardiac RTF act	OPRM1-OPRD1 inv	OPRM1-OPRD1 ag	Keap1-Nrf2 PPI	HTR5A ag	V-ATPase pHluor	HTR5A inv ag
CCN(CC)C(=O)c1nc[nH]c1C(=O)N1CCN(c2ccccc2)CC1	-1	1.0	0	1	16	-3.0	1	-2	-3	2
CCc1ccc(N2C(=O)CC(N3CCC(C(=O)OC)CC3)C2=O)cc1 (stereo unspecified)	-8	0.5	-2	9	-6	1.0	-1	-4	-2	3
CCOC(=O)c1nn(-c2ccc(C)cc2)c(C)c1C(C)=O	-1	0.7	-1	-2	8	-1.4	3	-1	-2	1
C[C@]12C[C@H](O)[C@H]3[C@@H](CCC4=CC(=O)CC[C@@]43C)[C@@H]1CC[C@@H]2C(=O)CO	4	1.0	-4	4	15	-2.7	-4	-1	8	4
CCOC(=O)N1CCN(C(=O)c2ccc(-n3c(C)ccc3C)cc2)CC1	0	-2.1	-2	-1	2	-0.4	-6	5	-2	-33
COc1ccc(NC(=O)CN2CCN(c3ccc(F)cc3)CC2)cc1Cl	1	-1.8	-4	-1	9	-2.2	-5	5	2	3
CC(Oc1ccccc1)C(=O)Nc1nnc(S(=O)(=O)N2CCCCCC2)s1 (stereo unspecified)	-9	-0.5	x	0	14	-2.7	1	8	2	-23
COc1ccc(OC)c(S(=O)(=O)N2CCC(C(=O)NC3CC3)CC2)c1	-13	-0.9	-1	-7	7	-1.4	3	2	3	21
Cc1ccccc1CSCC(=O)c1c(N)n(CC(C)C)c(=O)n(C)c1=O	-16	-1.0	-4	-3	-19	4.0	0	1	0	-6

Records listed so far printed as active in CAL-PDZ inh HTS.
molecule	C-LANA FP	CAL-PDZ inh HTS	cardiac RTF act	OPRM1-OPRD1 inv	OPRM1-OPRD1 ag	Keap1-Nrf2 PPI	V-ATPase pHluor
Cc1cc(Br)cc(Cl)c1OC(=O)c1ccncc1	0.8	47*	2	6	-1.2	-1	0

Taken from the listing (five entries):
SMILES	RTF Ca sens inh	C-LANA FP	CAL-PDZ inh HTS	cardiac RTF act	OPRM1-OPRD1 inv	OPRM1-OPRD1 ag	Keap1-Nrf2 PPI	HTR5A ag	V-ATPase pHluor	HTR5A inv ag
COc1cc(/C=N/NC(=O)c2cccc3ccccc23)cc(OC)c1O	-1	1.3	-1	1	2	-0.3	-8	7	5	-24
Nc1ccc(S(=O)(=O)NC(Cc2ccccc2)C(=O)O)cc1 (stereo unspecified)	5	0.2	0	9	11	-2.4	1	-1	-2	4
C=CCN1C(=O)NC2(O)C(=O)c3ccccc3C12O (stereo unspecified)	4	-0.1	-1	8	5	-0.8	-4	-5	-1	-9
O=C(CN(C(=O)CCC(=O)Nc1nccs1)C1CCCC1)NCc1ccc2c(c1)OCO2	8	-1.3	0	-3	-1	0.1	-2	-1	17	2
Cc1cc(C)n(C(=O)Cn2nc([N+](=O)[O-])c(Br)c2C)n1	8	-0.1	-4	-6	11	-2.3	0	0	-1	-1
